H37Rv inhibition: M. tuberculosis growth inhibition, HTS (AID 449762). M. tuberculosis H37Rv growth inhibition, 7H9 media; higher % means a stronger effect. inhibition, % at 25 µM, or IC50 in µM where a hit was titrated. 330,000 compounds, 0.59% hits; in the data active = a potency from the dose series; inconclusive = inhibition above about 70% without an active follow-up result;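 also: bacterial growth assessed after seven days of incubation; strong numbers were not always called active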
M. tuberculosis: growth inhibition of non-replicating M. tuberculosis (AID 488890) | Mycobacterium tuberculosis non-replicating, growth inhibition; higher % means a stronger effect | inhibition, % at 25 µM, or IC50 in µM where a hit was titrated | 320,000 compounds, 0.39% hits; in the data active = a potency from the dose series; inconclusive = inhibition mostly from about 82% at the one dose, without a potency; inactive = the rest, 99 in 100 with inhibition below about 76%;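 also: plate controls were DMSO cells for no effect and high antibiotic wells for full effect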
influenza NS1A: H1N1 influenza NS1A inhibitors, functional cell based assay (AID 504329). one-dose inhibition, % at 12.5 µM; IC50 in µM for titrated hits. 340,000 compounds, 0.3% hits. NS1A functional cell-based assay, percent inhibition; higher % means a stronger effect; in the data active = a potency from the dose series; inconclusive = inhibition above about 27% without an active follow-up result; also: strong numbers were not always called active
Salmonella PhoP GFP: PhoP regulon inhibitors, Salmonella typhi PhoP promoter GFP reporter, confirmatory (AID 1850); Salmonella Typhi PhoP-promoter GFP reporter, fluorescence, 4 h; higher % means a stronger effect; inhibition, % at 50 µM; hits with a dose series show IC50 in µM; 310,000 compounds, 0.33% hits; in the data active = a potency from the dose series; inconclusive = inhibition mostly from about 25% at the one dose, without a potency; inactive = the rest, 99 in 100 with inhibition below about 19%;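 also: 0% = induced wells with vehicle and 100% = uninduced wells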
VEEV TC-83 Vero: inhibitors of VEEV TC-83 cytopathic effect, confirmation, Vero cells (AID 588727). 350,000 compounds, 0.13% hits. Vero cells, VEEV TC-83 cytopathic effect inhibition; higher % means a stronger effect. inhibition, % at 20 µM, or IC50 in µM where a hit was titrated; in the data active = a potency from the dose series; inconclusive = inhibition mostly from about 14% at the one dose, without a potency; inactive = the rest, 99 in 100 with inhibition below about 12%; also: strong numbers were not always called active
An asterisk follows results filed as active; i = inactive; ? = inconclusive; · = not tested or not shown.

no.	canonical_smiles	VEEV TC-83 Vero	M. tuberculosis	H37Rv inhibition	Salmonella PhoP GFP	influenza NS1A
1	Cc1nnc(SCC(=O)c2ccc(C(C)C)cc2)s1	i	?	4%	9%	2%
2	O=C(CN1C(=O)NC2(CCCCCCC2)C1=O)NCc1ccc(Cl)cc1	1.8%	13%	-3%	·	-13%
3	CCc1ccc(NC(=O)c2cc(-c3ccc(F)cc3)on2)cc1	0.4%	10%	-2%	7%	-6%
4	COC(=O)c1ccc(Oc2nc(C)cc(Oc3ccccc3)n2)cc1	3.9%	62%	-4%	-9%	-1%
5	CCn1c(=S)[nH]c2cc(S(=O)(=O)N3CCCCC3)ccc21	i	2%	-3%	-10%	-1%
6	Cn1c2ccccc2c2nnc(SCCN3CCOCC3)nc21	1.1%	·	·	·	22%
7	O=S(=O)(O)C(c1ccccc1)C1(O)CCCCC1 (stereo not given)	1.4%	·	·	·	-16%
8	CCC(C)[C@H](NC(=O)[C@@H]1CSC2c3ccccc3C(=O)N21)C(=O)NCc1ccncc1 (stereo not given in full)	2.7%	-3%	6%	9%	-4%
9	O=C(CN(Cc1ccco1)Cc1ccco1)Nc1cc(S(=O)(=O)N2CCCCC2)ccc1Cl	5.9%	30%	10%	·	1%
10	Cc1ccc(N2C(=O)CC(=O)NC2=O)cc1	1.8%	-7%	5%	1%	-2%
11	COc1cccc(CNC(=O)C2CCN(S(=O)(=O)c3ccc4c(c3)OCCO4)CC2)c1	3.6%	7%	-4%	0%	-5%
12	O=C(CCc1nc2ccccc2c(=O)[nH]1)Nc1ccc(N2CCCCC2)cc1	1.7%	-20%	-2%	-3%	-2%
13	COc1ccc(/C=C/c2noc(-c3ccccc3O)n2)cc1	1.0%	-5%	-2%	-2%	-6%
14	COc1ccc(CCN(C)CCCN2CC(c3ccccc3)CC2=O)cc1OC (stereo not given)	0.3%	1%	-3%	-10%	-4%
15	CCCc1cc2c(OC(=O)CC)c(-c3ccc(C(=O)OCC)o3)c(=O)oc2cc1OC	6.3%	54%	-3%	-3%	-11%
16	Cc1ccc(-c2nn(-c3ccccc3)cc2C(=O)NC2CCC(O)CC2)cc1 (stereo not given)	9.5%	4%	-7%	·	-5%
17	Clc1ccc(CSc2cnnc3ccccc23)cc1Cl	?	·	·	·	-19%
18	O=C(c1ccc(CNc2c(N3CCOCC3)c(=O)c2=O)cc1)N1CC=C(c2ccccc2)CC1	5.7%	·	?	-12%	12%
19	O=C1Cc2ccccc2C(=O)N1Cc1cccc(Cl)c1	1.0%	-6%	6%	8%	-23%
20	CCOc1ccc2nc(NCCNC(=O)C(C)(C)C)c(C)cc2c1	0.9%	26%	2%	-1%	-9%
21	NS(=O)(=O)c1ccc(NC(=O)c2ccc(S(=O)(=O)N3CCc4ccccc43)cc2)cc1	0.4%	13%	-2%	-5%	6%
22	COc1ccc(N2C(=O)C3CCCN3C2c2cccc(OC)c2)cc1 (stereo not given)	1.4%	22%	-16%	1%	-4%
23	O=C(CSC1=NCCS1)N1CCOCC1	0.9%	18%	-1%	1%	-13%
24	COc1ccc(C2C(C(=O)c3cccs3)=C(O)C(=O)N2Cc2cccnc2)cc1OC (stereo not given)	0.6%	-6%	-6%	1%	-1%

Record cards, from the list above. Order of values: VEEV TC-83 Vero, M. tuberculosis, H37Rv inhibition, Salmonella PhoP GFP, influenza NS1A
Listed for O=C(CN(Cc1ccco1)Cc1ccco1)Nc1cc(S(=O)(=O)N2CCCCC2)ccc1Cl : 5.9%, 30%, 10%, ·, 1%
Listed for COc1ccc(N2C(=O)C3CCCN3C2c2cccc(OC)c2)cc1 (stereo not given) : 1.4%, 22%, -16%, 1%, -4%
Listed for O=C(CN1C(=O)NC2(CCCCCCC2)C1=O)NCc1ccc(Cl)cc1 : 1.8%, 13%, -3%, ·, -13%
Listed for COc1cccc(CNC(=O)C2CCN(S(=O)(=O)c3ccc4c(c3)OCCO4)CC2)c1 : 3.6%, 7%, -4%, 0%, -5%
Listed for COc1ccc(CCN(C)CCCN2CC(c3ccccc3)CC2=O)cc1OC (stereo not given) : 0.3%, 1%, -3%, -10%, -4%

Next entries follow.
no.	canonical_smiles	VEEV TC-83 Vero	M. tuberculosis	H37Rv inhibition	Salmonella PhoP GFP	influenza NS1A
25	Cc1cc(=O)[nH]c(SCC(=O)NC2CCCCCCC2)n1	0.2%	-2%	4%	·	-2%
26	CC(=O)C[C@H](O)CC(=O)[C@H]1OC(=O)[C@@H](C)C/C=C\Cc2ccccc21	i	-3%	7%	·	-8%
27	CCN(CC)CC(=O)c1c[nH]c2ccc(OC)cc12	0.4%	24%	5%	-4%	2%
28	COCCCNC(=O)Cn1cc(/C=C(\C#N)C(=O)N2CCN(c3ccccc3)CC2)c2ccccc21	5.0%	7%	1%	6%	-6%
29	COC(=O)c1ccc(C2=NOC(C)(c3nnc(-c4cccc(Cl)c4)o3)C2)cc1 (stereo not given)	1.6%	22%	22%	1%	10%
30	NC(=O)C1CNc2ccccc2O1 (stereo not given)	0.0%	7%	1%	-22%	-1%
31	COC(=O)c1ccc(CNC(=O)c2ccc(COc3ccccc3)cc2)cc1	0.7%	·	18%	-11%	0%
32	CC(C)(C=O)Cc1cc(C(C)(C)C)c(O)c(C(C)(C)C)c1	i	1%	1%	1%	-4%
33	S=C(Nc1ccc(Br)cc1)N1CCCC1	0.1%	49%	1%	-4%	-3%
34	Cc1cc(C(=O)Nc2cccc3cccnc23)ccc1[N+](=O)[O-]	0.8%	-3%	0%	-3%	5%
35	COc1ccc(OC)c(NC(=O)Cc2nn(C)c(=O)c3ccccc23)c1	3.9%	3%	6%	-2%	2%
36	Cc1ccc2ncnc(Oc3ncccc3NC(=O)C(C)(C)C)c2c1	5.8%	-7%	-2%	-1%	10%
37	NC(=O)CN1CCCC1=O	0.8%	4%	16%	3%	-1%
38	CCC1(c2ccccc2)NC(=O)N(CC(=O)N(C)CC(=O)Nc2ccc(F)c(F)c2F)C1=O (stereo not given)	2.8%	-9%	-6%	-4%	-2%
39	COc1ccc(N2CCN(c3ccnc4cc(Cl)ccc34)CC2)cc1	i	69%	91%	7%	8%
40	Cc1cc(NC(=S)N(Cc2ccc(Br)cc2)Cc2ccc(C(=O)O)cc2)ccc1Cl	3.8%	11%	11%	10%	-1%
41	CC(=O)Nc1cccc(-c2nc3ccccc3c(=O)o2)c1	i	7.8µM*	8%	8%	4%
42	CN(CC#CC1(O)c2ccccc2-c2ccccc21)Cc1ccccc1	0.1%	8%	-9%	-12%	-7%
43	CCO[C@H]1OC(C(N)=O)=C[C@@H](c2csc3ccccc23)[C@@H]1CCCO	0.7%	-13%	-1%	5%	7%
44	COc1ccc(-c2nc(CS(=O)CC(=O)NCCN3CCCCC3C)c(C)o2)cc1OC (stereo not given)	0.7%	4%	3%	-19%	21%
45	COCC(=O)Nc1nnc(C2CCCCC2)s1	2.4%	33%	-1%	-8%	4%
46	COc1ccc(N(C(=O)CNC(=O)c2cccs2)C(C(=O)NCC2CCCO2)c2ccccc2)c(OC)c1 (stereo not given)	i	13%	-7%	6%	10%
47	Cc1c(NC(=O)CCCOc2ccccc2)cccc1[N+](=O)[O-]	0.1%	42%	1%	-10%	0%
48	CC(=O)Nc1sc2c(c1C(N)=O)CCN(Cc1ccccc1)C2	1.1%	4%	6%	5%	12%

In a second layout: results already given
(45) COCC(=O)Nc1nnc(C2CCCCC2)s1
(46) COc1ccc(N(C(=O)CNC(=O)c2cccs2)C(C(=O)NCC2CCCO2)c2ccccc2)c(OC)c1 (stereo not given)

| assay / entry | 45 | 46 |
| --- | --- | --- |
| VEEV TC-83 Vero | 2.4% | i |
| M. tuberculosis | 33% | 13% |
| H37Rv inhibition | -1% | -7% |
| Salmonella PhoP GFP | -8% | 6% |
| influenza NS1A | 4% | 10% |

(cont.)
no.	canonical_smiles	VEEV TC-83 Vero	M. tuberculosis	H37Rv inhibition	Salmonella PhoP GFP	influenza NS1A
49	CC(C)(C)c1ccc(C(=O)NC(=S)Nc2sc3c(c2C#N)CCC3)cc1	>25µM*	-15%	-5%	4%	1%
50	Cc1ccc(C(=O)OCC(=O)Nc2cccc(Cl)c2C)c(O)c1	0.1%	-10%	-2%	3%	13%
51	O=[N+]([O-])c1ccccc1N=NNc1ccccc1	7.7%	·	·	·	24%
52	COc1ccc2nc(/N=C/c3c(O)n(-c4cccc(Cl)c4)c(=O)[nH]c3=O)sc2c1	0.6%	6%	37%	9%	-2%
53	Cc1nc(N2CCOCC2)c2oc3ccccc3c2n1	2.5%	1%	-22%	6%	10%
54	O=C(NCCCc1nc2ccccc2[nH]1)c1cccs1	0.1%	2%	4%	12%	-4%
55	O=C1/C(=N\S(=O)(=O)c2cccs2)C([n+]2ccccc2)=C([O-])c2ccccc21	0.0%	35%	-3%	7%	-6%
56	CSc1ccccc1OCc1cc(C(=O)N2CCN3CCCC3C2)no1 (stereo not given)	0.3%	3%	-3%	12%	4%
57	O=C(c1ccccc1)c1nn(-c2cccc(Cl)c2)c2nc(-c3ccccc3)cc(=O)n12	i	-7%	5%	-1%	-13%
58	CCOc1nc(Nc2ccc(F)cc2)nc(N2CCN(c3ccc(OC)cc3)CC2)n1	0.7%	25%	2%	9%	2%
59	O=C(NC(Cc1c[nH]c2ccccc12)C(=O)Nc1ccc(OC(F)(F)F)cc1)c1cccs1 (stereo not given)	12%	21%	6%	-2%	3%
60	CN1CCc2nc(SCC(=O)Nc3ccc(Cl)cc3)c(C#N)cc2C1	2.9%	32%	-2%	49%	1%

3 compounds picked at random from those above:
no.	canonical_smiles	VEEV TC-83 Vero	M. tuberculosis	H37Rv inhibition	Salmonella PhoP GFP	influenza NS1A
36	Cc1ccc2ncnc(Oc3ncccc3NC(=O)C(C)(C)C)c2c1	5.8%	-7%	-2%	-1%	10%
58	CCOc1nc(Nc2ccc(F)cc2)nc(N2CCN(c3ccc(OC)cc3)CC2)n1	0.7%	25%	2%	9%	2%
44	COc1ccc(-c2nc(CS(=O)CC(=O)NCCN3CCCCC3C)c(C)o2)cc1OC (stereo not given)	0.7%	4%	3%	-19%	21%

The listing continues.
no.	canonical_smiles	VEEV TC-83 Vero	M. tuberculosis	H37Rv inhibition	Salmonella PhoP GFP	influenza NS1A
61	Cc1ccc(Cn2ccc(NC(=O)c3cc(-c4ccc(F)cc4)on3)n2)cc1	2.3%	3%	4%	2%	2%
62	O=C(CN1CCN(c2ccccc2)CC1)Nc1ccc(Oc2ccccc2)cc1	1.3%	3%	?	-4%	3%
63	CCNc1nc(Oc2ccc(=O)n(-c3ccccc3)n2)nc(N2CCOCC2)n1	4.2%	-12%	-6%	-12%	0%
64	O=c1[nH]c(N2CCN(Cc3ccc4c(c3)OCO4)CC2)nc2c1CCCC2	1.4%	-1%	-1%	8%	7%
65	Cc1cc(NC(=O)c2cccc(S(=O)(=O)N3CCC(C)CC3)c2)no1	5.8%	-1%	-2%	-1%	-6%
66	CCCCNC(=O)CSc1nc(O)c(Cc2ccc(OC)cc2)c(=O)[nH]1	i	-4%	1%	14%	5%
67	O=C(c1ccc(Cl)c(S(=O)(=O)N2CCCCC2)c1)N1CCCC(C(F)(F)F)C1 (stereo not given)	5.4%	-1%	-4%	·	1%
68	Oc1ccc(NCc2cccs2)cc1	i	19%	2%	-4%	22%
69	NC(=O)COC(=O)CCCSc1nc2ccccc2s1	0.1%	72%	-7%	14%	0%
70	COc1ccc(C)cc1NC(=O)NNC(=O)C1CCC(C(C)(C)C)CC1 (stereo not given)	2.2%	0%	8%	-9%	-10%
71	COc1ccc(NC2CCCN(C(=O)c3ccc(C)c(N4CCNC4=O)c3)C2)cc1 (stereo not given)	1.0%	0%	3%	6%	-7%
72	CC12CN3CC(C)(CN(C1)C3c1ccc3ccccc3c1O)C2=O (stereo not given)	i	19%	-5%	-11%	1%

Screens from PubChem BioAssay.

Hits appear at their usual frequency. Share with any hit: about 1.5%.
